From PubChem
ZTA DNA inh – ZTA (EBV) inhibition in EBNA-1 counter-screen | actives 0.15% (n = 320,000) | AID 2234 | ZTA-DNA binding, fluorescence polarization | inhibition, % at 11 µM | P03206; in the data active = inhibition above about 33%
Target sequence (P03206 whole entry, looked up): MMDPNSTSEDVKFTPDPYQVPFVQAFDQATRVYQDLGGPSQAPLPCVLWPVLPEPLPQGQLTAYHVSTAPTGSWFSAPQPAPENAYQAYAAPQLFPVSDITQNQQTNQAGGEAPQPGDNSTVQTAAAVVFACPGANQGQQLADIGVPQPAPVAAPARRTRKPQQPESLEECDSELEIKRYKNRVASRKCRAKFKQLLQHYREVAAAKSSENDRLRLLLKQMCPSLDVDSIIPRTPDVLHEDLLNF
EBNA-1 inhibitor – EBNA-1 DNA-binding inhibitors, primary screen, biochemical, fluorescence polarization. inhibition, % at 14.8 µM. AID 1950, 2009. actives 0.34% (n = 300,000); in the data active = inhibition above about 28%
PP1 inh – PP1-alpha phosphatase inhibitors, primary screen, counter-screen for PP5 inhibitor project, biochemical, fluorescence, OMFP substrate, single point. Serine/threonine-protein phosphatase PP1-alpha catalytic subunit (Homo sapiens), P62136. purified PP1alpha. inhibition, % at 6.7 µM. actives 0.9% (n = 320,000). AID 2235, 2010;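 active = inhibition above the mean inhibition of all tested compounds plus 3 SD, computed separately for each screening campaign, cut at about 15% in these data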
Target sequence (P62136 whole entry, looked up): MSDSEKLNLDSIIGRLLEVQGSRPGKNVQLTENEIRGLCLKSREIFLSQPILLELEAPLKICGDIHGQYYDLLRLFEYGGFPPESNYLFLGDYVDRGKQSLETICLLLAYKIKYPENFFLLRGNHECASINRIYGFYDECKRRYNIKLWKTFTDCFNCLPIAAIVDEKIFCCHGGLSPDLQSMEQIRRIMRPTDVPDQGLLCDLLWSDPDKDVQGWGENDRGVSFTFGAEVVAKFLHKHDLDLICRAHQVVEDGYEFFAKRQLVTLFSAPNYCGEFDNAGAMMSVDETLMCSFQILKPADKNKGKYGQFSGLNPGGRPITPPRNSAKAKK
JMJD2C inh – inhibitors of GASC-1 histone demethylase, primary screen, biochemical, fluorescence, DELFIA europium; Lysine-specific demethylase 4C (Homo sapiens), Q9H3R0; GST-JMJD2C(1-420) H3K9me3 demethylation; inhibition, % at 2.35 µM; actives 0.069% (n = 330,000); AID 2099, 2009;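 active = more than half of a compound's replicate wells show inhibition beyond 50%, single wells judged on their own value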;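 also: signal counts dimethyl H3K9 product captured on neutravidin plate; 0% = median of DMSO wells and 100% = 0.3 times that DMSO median; strong numbers were not always called active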
core dimer inh – inhibitors of HCV core protein dimerization, primary screen, biochemical, TR-FRET, high-throughput | TR-FRET GST/Flag-core106 dimerization, 1536-well | inhibition, % at 5 µM | actives 0.33% (n = 300,000) | AID 1899, 2009;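 active = inhibition above the mean of all tested compounds plus 3 SD, set per screening campaign, cut at about 45% in these data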
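Test system: GST/Flag-tagged HCV core106 proteins; Medium: KF-containing HEPES buffer, pH 7.45, DTT, CHAPS, BSA; Times: compound-protein-antibody incubation 4 h at 22.5 °C; Detection: TR-FRET 671 and 617 nm emission; Benchmarks: wells lacking GST-core106 and wells with excess unlabelled core106.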
TPT1 inh – Candida albicans TPT1 enzyme inhibitors, primary screen, biochemical, fluorescence polarization; inhibition, % at 5 µM; recombinant caTPT1, FP RNA substrate dephosphorylation; AID 1962, 2009; actives 0.81% (n = 300,000);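 active = inhibition above the mean of all tested compounds plus 3 SD, set per screening campaign, cut at about 24% in these data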;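 also: plate controls were DMSO alone for no effect and ferristatin control at 100 nM for full effect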
CTSL1 counter – Fasciola hepatica cathepsin L1 inhibitors, primary screen, counter-screen for PFM18AAP inhibitor project, biochemical, QFRET, fluorogenic peptide substrate. recombinant F. hepatica cathepsin L1, Z-Leu-Arg-MCA fluorescence. inhibition, % at 5.96 µM. actives 0.49% (n = 300,000). AID 1906, 2009;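 active = inhibition above the mean of all tested compounds plus 3 SD, set per screening campaign, cut at about 17% in these data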;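 also: 0% = plate median of test compound wells and 100% = 1 µM Z-Phe-Ala-diazomethylketone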
PP5 inh – PP5 phosphatase inhibitors, primary screen, biochemical, fluorescence. inhibition, % at 6.7 µM. Serine/threonine-protein phosphatase 5 (Homo sapiens), P53041. actives 0.18% (n = 320,000). purified PP5c, OMFP substrate fluorescence;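 active = inhibition above the campaign's mean inhibition across all tested compounds plus 3 SD, cut at about 9.5% in these data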;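 also: 0% = DMSO only and 100% = 100 µM cantharidin control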
Target sequence (P53041 whole entry, looked up): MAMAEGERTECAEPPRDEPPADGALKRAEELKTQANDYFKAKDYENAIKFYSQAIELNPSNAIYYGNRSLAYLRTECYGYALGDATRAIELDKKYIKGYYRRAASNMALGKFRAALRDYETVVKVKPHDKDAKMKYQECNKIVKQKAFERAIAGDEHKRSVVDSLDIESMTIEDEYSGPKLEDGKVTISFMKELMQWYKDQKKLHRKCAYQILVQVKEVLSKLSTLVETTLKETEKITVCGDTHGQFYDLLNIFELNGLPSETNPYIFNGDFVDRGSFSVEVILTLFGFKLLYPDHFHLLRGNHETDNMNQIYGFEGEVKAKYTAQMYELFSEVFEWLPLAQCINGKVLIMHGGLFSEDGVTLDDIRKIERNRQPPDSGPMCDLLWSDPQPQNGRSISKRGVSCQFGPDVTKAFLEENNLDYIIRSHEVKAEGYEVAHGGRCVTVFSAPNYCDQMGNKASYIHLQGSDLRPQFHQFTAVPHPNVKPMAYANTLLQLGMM
CR mimetic SO – reduction of superoxide in aged yeast, primary screen, HTS; S. cerevisiae aged cells, superoxide DHE fluorescence; hits give low values; superoxide response (% of plate mean), % at 10 µM; actives 0.18% (n = 330,000); AID 2690, 2010;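 active = superoxide response under a set limit, about three screen SD below normal, cut at about 65% in these data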;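 also: yeast aged for seven days with compound at 30 °C before DHE staining; 100% = average MFI of all compound-treated wells on the plate with controls excluded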
* = called active by the depositor; . = no result given. Rows are unselected. About 3.1% of those tested had a hit in this group.

SMILES | ZTA DNA inh | EBNA-1 inhibitor | PP1 inh | JMJD2C inh | core dimer inh | TPT1 inh | CTSL1 counter | PP5 inh | CR mimetic SO
NC(=S)NNC(=O)Nc1ccc(Cl)c(Cl)c1 | -4 | 1 | 0 | -1 | -9 | -1 | 1 | 2.2 | 83
COc1ccc(Nc2nc(N)nc(CN(C)C3CCCCC3)n2)cc1 | -11 | 2 | -2 | -14 | -8 | 2 | -5 | 1.6 | 104
O=C(NCC1CCCO1)C(=O)NCC(c1ccco1)N1CCN(c2ccc(F)cc2)CC1 (centres undefined) | 3 | -11 | -2 | 10 | -9 | 4 | 2 | 0.4 | 80
COc1ccc(Cl)cc1NC(=O)CN(C)C(=O)CCc1nc2ccccc2c(=O)[nH]1 | 5 | . | -2 | 7 | . | . | . | -1.1 | 115
COC(=O)c1ccc(COc2ccc(CNCc3ccc(Cl)cc3)cc2)cc1 | -3 | 5 | 0 | 47 | 2 | -4 | -2 | 0.7 | 103
COc1ccc(CCn2c(N3CCN(Cc4ccccc4)CC3)nc3c2c(=O)[nH]c(=O)n3C)cc1 | 4 | 2 | -2 | -9 | 12 | -2 | 2 | 2.1 | 91
COC(=O)c1ccccc1S(=O)(=O)N1CCC(C(=O)NCCC2=CCCCC2)CC1 | 3 | . | -1 | 5 | . | . | . | -0.5 | 92
CN1C(=O)N(C)C2(CC1(C)C)CC(C)(C)N(C)C(=O)N2C | 7 | 2 | -4 | -3 | 8 | 0 | -2 | 1.5 | 90
COc1ccc(C(=O)NC(=S)N2CCOCC2)cc1[N+](=O)[O-] | -2 | -1 | -1 | -8 | -18 | -2 | -2 | -0.6 | 78
Cc1nn(C)c(Oc2cccc(Cl)c2)c1C#N | -11 | -4 | 1 | -1 | -1 | 1 | 0 | 2.1 | 117
Cc1ncc(CO)c(/C=N/NC(=S)Nc2ccc(Cl)c(Cl)c2)c1O | 3 | 8 | 1 | 3 | 4 | 13 | 1 | 4.5 | 75
COc1cc(CC(=O)OCC(=O)N2CCCCC2)cc(OC)c1OC | -12 | -14 | 0 | -22 | 1 | -1 | -2 | -0.5 | 111
CCC1CCC/C1=N\NC(=O)c1cc(C)[nH]n1 (centres undefined) | 2 | 3 | -1 | 3 | 4 | 1 | 0 | 0.9 | 98
O=C(c1cc2ccccc2o1)N1CCCCCC1 | -13 | -1 | -2 | 11 | 0 | -4 | -2 | 0.9 | 97
CC(C)C(C(=O)NCC1CCCO1)N(Cc1ccccc1)C(=O)CNS(=O)(=O)c1ccccc1 (centres undefined) | 4 | -7 | 7 | 1 | -8 | -1 | -5 | 1.0 | 97
Nc1ccc(Nc2ccccc2N)cc1 | -14 | -9 | 14 | -9 | 5 | 25* | 1 | 0.7 | 74
Cn1c(CN2CCCCC2)nc2cc(NS(=O)(=O)c3ccc(Cl)cc3)ccc21 | -12 | 5 | -2 | -4 | 3 | -3 | 8 | 4.8 | 122
COc1ccc(C(N)CCc2ccco2)cc1 (centres undefined) | 5 | -3 | -5 | -1 | 0 | 11 | -1 | 0.1 | 127
COc1ccc(/C=C(/NC(=O)c2ccco2)C(=O)Nc2cccc(C(=O)O)c2)cc1 | 6 | 2 | 1 | -2 | 6 | -2 | 2 | 1.4 | 102
N#C/C=C/N1CCN(C(=O)c2ccco2)CC1 | -2 | . | -5 | 1 | . | . | . | -2.5 | 95
O=C(NCc1cccnc1)C(=O)NC1CCCCC1 | 2 | 7 | 3 | 1 | 10 | -2 | -1 | -0.5 | 100
Cc1ccc(NC(=O)COC(=O)CN2C(=O)C3CCCCC3C2=O)cc1S(=O)(=O)N1CCOCC1 (centres undefined) | -20 | 1 | -2 | 3 | -6 | 0 | -9 | -0.3 | 76
COc1cccc(C(=O)Oc2ccc(/C=N/Nc3ccc(C(=O)O)cc3)cc2OC)c1 | 8 | 10 | 2 | -8 | 3 | 0 | 1 | 5.3 | 97
CCCCC1=CC2=C(c3ccco3)C(=O)C(C)(OC(=O)c3ccc(OC)cc3)C(=O)C2=CN1CCOC (centres undefined) | 22 | 10 | -2 | 2 | 21 | -3 | 5 | 1.3 | 97
O=C(Cn1c(C(F)(F)F)nc2ccccc21)OCC(=O)c1c[nH]c2ccccc12 | 5 | 1 | 0 | 2 | -1 | 3 | 5 | 2.8 | 97
SMILES | ZTA DNA inh | EBNA-1 inhibitor | PP1 inh | JMJD2C inh | core dimer inh | TPT1 inh | CTSL1 counter | PP5 inh | CR mimetic SO
COc1cc(CNCc2cccnc2)ccc1OCc1ccccc1 | -1 | -12 | -6 | 9 | 0 | 5 | 0 | 0.0 | 115
CCCCN1CCc2c(c3ccccc3n2Cc2ccccc2)C1 | 7 | 3 | 0 | 5 | -2 | 0 | -2 | 1.7 | 89
COc1cccc(N(CC(=O)N2CCN(C)CC2)S(=O)(=O)c2ccccc2)c1 | -7 | 0 | -1 | -1 | 0 | 0 | -3 | 1.3 | 103
Cc1cccc(Nc2ncnc3onc(-c4ccc(F)cc4)c23)c1C | -2 | 9 | 1 | 3 | 9 | 0 | 2 | -0.2 | 99
Cc1c(NC(=S)NC(NC(=O)C(C)C)C(Cl)(Cl)Cl)c(=O)n(-c2ccccc2)n1C (centres undefined) | 16 | 8 | 1 | -11 | 1 | 1 | -2 | 2.5 | 96
CCOC(=O)c1c(NC(=O)C(F)(OC)C(F)(F)F)sc2c1CCN(C)C2 (centres undefined) | 3 | -1 | -2 | 3 | 1 | 12 | 3 | -1.7 | 96
Cc1nn(-c2ccccc2)c(=O)c2noc(C)c12 | -6 | 13 | -8 | . | 2 | -2 | -9 | -0.2 | 98
Fc1ccc(-c2ccnc(=S)[nH]2)cc1 | -4 | -17 | -3 | -1 | -5 | 1 | 4 | 2.6 | 97
CCCN(CC(=O)Nc1ccccc1C)C(=O)C1CC(=O)N(c2ccc(CC)cc2)C1 (centres undefined) | -4 | . | -1 | -5 | . | . | . | 3.2 | 91
Cc1cc2c(cc1C)NC(=O)CC(C(F)(F)C(F)(F)C(F)(F)F)=N2 | 2 | -8 | 0 | 7 | 0 | -4 | 5 | 2.9 | 96
CCc1ccccc1N(C(=O)c1snc(C(N)=O)c1N)C(C(=O)NCC1CCCO1)c1c[nH]c2ccccc12 (centres undefined) | -5 | 0 | 1 | 1 | -11 | -1 | -1 | 3.1 | 119
C=CCN(c1ccc(Cl)cc1)S(=O)(=O)c1cccc(C(=O)OCC(=O)N(C)C)c1 | 2 | 11 | 2 | -10 | 3 | -1 | -1 | 2.2 | 98
Cc1nc(C)c(C(=O)N/N=C/c2cn(C)c3ccccc23)s1 | 2 | 6 | -8 | -5 | -4 | 0 | 3 | 1.8 | 97
CCCCC(=O)NC(=S)Nc1cccc(NC(=O)CC)c1 | -7 | 3 | -4 | 1 | -5 | -3 | 0 | -1.0 | 98
CCOC(=O)C1CCN(c2ccc(Cl)nn2)CC1 | -14 | -2 | 2 | 4 | -2 | -6 | 3 | -1.0 | 96
Cc1cccc(C(=O)OCC(=O)Nc2c(C)nn(-c3ccccc3)c2C)c1O | -15 | 25 | -8 | 21 | 6 | -2 | 1 | 3.2 | 96
O=c1cc(-c2ccccc2)oc2ccccc12 | 8 | -10 | 1 | 5 | -2 | 1 | 2 | 0.3 | 117
COC(=O)[C@@]12CCCCN1[C@H](c1ccc(-c3ccc4c(c3)OCO4)c(OC)c1)[C@@H]1C(=O)N(C)C(=O)[C@@H]12 | -1 | 0 | 2 | -4 | 10 | 1 | 5 | 2.1 | 105
Cc1ccc(CNC(=O)CN(c2ccc(C(C)C)cc2)S(=O)(=O)c2c(C)noc2C)cc1 | 9 | -9 | 0 | 9 | -4 | 3 | 5 | 0.3 | 88
O=C(NNc1ncnc2c1cnn2-c1ccc(F)cc1)c1ccco1 | -1 | 4 | -4 | 1 | -2 | -2 | -1 | 0.4 | 93
O=C(CCCc1ccccc1)Nc1cccnc1 | 16 | -1 | -4 | 1 | -1 | 1 | 0 | -0.2 | 111
Brc1ccc(/C=N/Nc2ccccn2)cc1 | 17 | 4 | -4 | -2 | -4 | -1 | 8 | 1.1 | 85
CCCC(=O)C1C(=O)CC(C)(C)C(c2cc(C)no2)C1=O (centres undefined) | -10 | 3 | 0 | -2 | -8 | -7 | -1 | 1.5 | 103
CCC(C)NC(=O)CNC(=S)N(CCCN1CCOCC1)Cc1cccs1 (centres undefined) | -12 | 4 | 4 | 0 | -15 | -4 | 11 | -3.6 | 100
O=C(NCCC(NS(=O)(=O)OCC(Cl)(Cl)Cl)c1ccccc1)C(F)(F)F (centres undefined) | -13 | 13 | 4 | 1 | -10 | 1 | 1 | 3.5 | 114
SMILES | ZTA DNA inh | EBNA-1 inhibitor | PP1 inh | JMJD2C inh | core dimer inh | TPT1 inh | CTSL1 counter | PP5 inh | CR mimetic SO
CCN(CCn1cccn1)C(=O)CC1C(=O)NCCN1Cc1ccc(F)c(F)c1 (centres undefined) | -1 | -11 | 2 | -2 | 0 | -8 | 0 | -1.5 | 132
O=C(O)/C(=C\c1ccc(-c2ccccc2[N+](=O)[O-])o1)c1ccccc1 | 2 | 13 | 3 | -6 | 9 | -2 | 13 | 0.8 | 100
CCOc1ccc(CCNC(=O)c2nn(C)c3c2CS(=O)(=O)c2ccccc2-3)cc1 | 5 | 6 | -2 | 11 | 5 | -1 | -1 | -0.7 | 98
Cc1ccccc1NC(=O)c1nn(C)c(C(=O)Nc2ccccc2C)c1[N+](=O)[O-] | -8 | 5 | -4 | 3 | 1 | 0 | -5 | 0.3 | 104
CCCCc1ccc(NC(=O)Nc2cc(C)nn2C)cc1 | 1 | -2 | -1 | -1 | 1 | -1 | -1 | 4.4 | 95
CC1(NC(=O)CCNC(=O)c2ccc(C(C)(C)C)cc2)CCS(=O)(=O)C1 (centres undefined) | 14 | . | -3 | -2 | . | . | . | -0.6 | 78
COc1ccc(C(=O)N2CCN(CCNC(=O)C(=O)Nc3ccc(F)cc3)CC2)cc1OC | -5 | 0 | -8 | 6 | 7 | -1 | -2 | 0.3 | 101
CCc1nc(SCC(=O)N2CCCc3ccccc32)c2oc3ccccc3c2n1 | 2 | 0 | 6 | 1 | 8 | -2 | 4 | 3.1 | 120
Cc1ccsc1/C=N/N1CCN(Cc2ccccc2)CC1 | 2 | 3 | -2 | -4 | 3 | -6 | -1 | 0.9 | 98
O=C(Cc1cccc2ccccc12)N1CC[C@@]2(O)CCCC[C@H]2C1 | 23 | 7 | -3 | 5 | 1 | -1 | -1 | -1.8 | 102
O=C(NC(=S)NNC(=O)c1ccccc1F)c1cccnc1 | -7 | 0 | -4 | 2 | -2 | 1 | -1 | -1.0 | 106

4 consecutive compounds already listed, for reference:
SMILES | ZTA DNA inh | EBNA-1 inhibitor | PP1 inh | JMJD2C inh | core dimer inh | TPT1 inh | CTSL1 counter | PP5 inh | CR mimetic SO
CCN(CCn1cccn1)C(=O)CC1C(=O)NCCN1Cc1ccc(F)c(F)c1 (centres undefined) | -1 | -11 | 2 | -2 | 0 | -8 | 0 | -1.5 | 132
O=C(O)/C(=C\c1ccc(-c2ccccc2[N+](=O)[O-])o1)c1ccccc1 | 2 | 13 | 3 | -6 | 9 | -2 | 13 | 0.8 | 100
CCOc1ccc(CCNC(=O)c2nn(C)c3c2CS(=O)(=O)c2ccccc2-3)cc1 | 5 | 6 | -2 | 11 | 5 | -1 | -1 | -0.7 | 98
Cc1ccccc1NC(=O)c1nn(C)c(C(=O)Nc2ccccc2C)c1[N+](=O)[O-] | -8 | 5 | -4 | 3 | 1 | 0 | -5 | 0.3 | 104
